Screens: PubChem BioAssay, several laboratories
GLD-1 RNA inh: GLD-1-TGE RNA interaction inhibition (C. elegans); purified GLD-1 + fluorescein TGE RNA, fluorescence polarization; inhibition, % at 5.96 µM; 320,000 tested, 0.44% active; Q17339;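 active means percent inhibition above a per-plate cutoff, the plate mean of test compounds plus 3 SD, cut at about 30% in these data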;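 further: 0% = DMSO wells with GLD-1 and probe and 100% = wells lacking GLD-1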
Target sequence (Q17339 whole entry, looked up): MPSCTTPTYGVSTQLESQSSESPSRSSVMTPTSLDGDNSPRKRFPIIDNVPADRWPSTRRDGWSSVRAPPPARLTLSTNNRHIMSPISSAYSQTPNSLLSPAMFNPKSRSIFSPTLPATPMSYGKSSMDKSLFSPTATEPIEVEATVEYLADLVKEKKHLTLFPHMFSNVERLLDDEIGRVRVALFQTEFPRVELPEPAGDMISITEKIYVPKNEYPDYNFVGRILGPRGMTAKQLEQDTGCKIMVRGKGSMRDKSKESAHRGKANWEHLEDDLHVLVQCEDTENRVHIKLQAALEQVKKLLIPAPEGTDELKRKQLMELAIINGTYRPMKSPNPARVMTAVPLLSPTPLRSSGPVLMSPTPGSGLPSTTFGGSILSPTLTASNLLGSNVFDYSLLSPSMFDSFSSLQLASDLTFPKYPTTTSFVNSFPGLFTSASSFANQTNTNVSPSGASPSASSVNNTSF
MEX-5 binding: C. elegans MEX-5 TCR-2 RNA binding activity; MEX-5/FITC-TCR2 RNA binding, fluorescence polarization; stronger effect = lower value; activity score (negative = inhibition of binding), % at 10 µM; 300,000 tested, 0.38% active;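 active means inhibition past about -25% in most replicates, and total fluorescence under double the plate's negative control median, limit read from the data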;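 further: 0% = DMSO and -100% = 5 µM competing unlabeled TCR2 RNA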
PAFAH1B2 FP inh: inhibitors of human PAFAH1B2; recombinant PAFAH1B2, FP-rhodamine activity probe, fluorescence polarization; inhibition, % at 3.39 µM; 340,000 tested, 1.2% active; AID 492953;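 active means inhibition above the mean of all tested compounds plus 3 SD, cut at about 24% in these data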;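 further: 0% = enzyme with DMSO and 100% = wells lacking PAFAH1B2; many of its hits are not listed in these tables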
Target sequence (P68402 whole entry, looked up): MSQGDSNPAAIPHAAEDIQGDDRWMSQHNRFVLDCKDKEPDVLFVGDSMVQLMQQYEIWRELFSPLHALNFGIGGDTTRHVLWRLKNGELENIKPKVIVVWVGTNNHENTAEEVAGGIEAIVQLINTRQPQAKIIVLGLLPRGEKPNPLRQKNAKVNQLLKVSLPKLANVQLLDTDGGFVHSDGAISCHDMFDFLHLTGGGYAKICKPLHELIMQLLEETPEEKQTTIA
pPAFAH inh: inhibitors of human plasma PAF acetylhydrolase (pPAFAH); Q13093; inhibition, % at 3.39 µM; recombinant pPAFAH, FP-rhodamine probe fluorescence polarization; 330,000 tested, 1.5% active;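 active means inhibition above the mean inhibition across the screen plus 3 SD, cut at about 25% in these data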;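 further: inhibitors block binding of the rhodamine activity-based probe so polarization drops; 0% = enzyme with DMSO and 100% = wells lacking pPAFAH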
BCLXL inh: Bcl-xL (human) inhibition; 320,000 tested, 0.7% active; GST-Bcl-xL / FITC-Bim BH3 peptide fluorescence polarization; inhibition, % at 10.9 µM; AID 2129; Q07817;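 active means inhibition above the mean of all tested compounds plus 3 SD, cutoff set per campaign, cut at about 30% in these data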;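 further: 0% = DMSO wells and 100% = unlabeled Bim-BH3 peptide competitor; inhibitors lower millipolarization by displacing the labeled peptide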
MCL1-BIM inh: disrupts human MCL1 binding to BIM-BH3 peptide; Q07820; GST-MCL1 / FITC-Bim-BH3 fluorescence polarization; inhibition, % at 10.9 µM; 320,000 tested, 0.68% active;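 active means inhibition above the mean inhibition of all tested compounds plus 3 SD, set per campaign, cut at about 40% in these data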;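 further: 0% = DMSO wells and 100% = unlabeled Bim-BH3 peptide control; higher means more loss of mP so more displacement of Bim peptide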
Target sequence (Q07820 whole entry, looked up): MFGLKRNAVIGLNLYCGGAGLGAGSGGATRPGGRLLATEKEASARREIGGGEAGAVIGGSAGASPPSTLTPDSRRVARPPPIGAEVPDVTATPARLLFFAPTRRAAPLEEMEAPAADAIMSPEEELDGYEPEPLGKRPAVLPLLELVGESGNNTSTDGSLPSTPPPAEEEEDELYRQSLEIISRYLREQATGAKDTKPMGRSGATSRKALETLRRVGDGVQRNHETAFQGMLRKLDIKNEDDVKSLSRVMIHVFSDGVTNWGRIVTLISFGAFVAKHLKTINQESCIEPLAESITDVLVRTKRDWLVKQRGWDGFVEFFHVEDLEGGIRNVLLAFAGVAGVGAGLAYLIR
Fam108B counter: counter-screen for RBBP9 inhibitors: inhibitors of mouse Fam108B; recombinant Fam108B, FP-Rh probe fluorescence polarization; inhibition, % at 9.51 µM; 300,000 tested, 0.33% active; AID 1947;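 active means inhibition above the screen mean inhibition plus 3 SD, computed separately per campaign, cut at about 18% in these data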;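 further: inhibitors lower polarization as less probe binds the enzyme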
PME-1 primary: PME-1 (human) inhibition; 320,000 tested, 0.53% active; Q9Y570; recombinant PME-1, FP-Rh probe fluorescence polarization; inhibition, % at 5.9 µM;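 active means inhibition above the campaign mean of all compounds plus 3 SD, cut at about 26% in these data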;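 further: competitive labeling of PME-1 active site by serine hydrolase directed probe; 0% = PME-1 with DMSO and 100% = wells lacking PME-1 enzyme; inhibitors block probe labeling so polarization falls and inhibition rises; many of its hits are not listed in these tables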
AHR activator: human AHR activation; P35869; AHR-responsive luciferase reporter cells, luminescence; activation, % at 5 µM; 320,000 tested, 2.5% active; AID 2796; in the data active means activation above about 47%;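 further: 0% = vehicle wells and 100% = reference agonist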
Numbers without * were called inactive; · = not tested or not shown. An excerpt (hit frequency here may not be typical).

Structure	GLD-1 RNA inh	MEX-5 binding	PAFAH1B2 FP inh	pPAFAH inh	BCLXL inh	MCL1-BIM inh	Fam108B counter	PME-1 primary	AHR activator
OCCC1CN(Cc2ccncc2)CCN1C1CCCC1 (stereo not given)	1	4.2	0	0	1	1	0	2	1
CC(C)(C)c1ccc(-c2nc(NCc3cccnc3)c3ccccc3n2)cc1	3	1.5	1	-8	2	8	-25	-25	24
Cc1ccc(S(=O)(=O)N2CCC(=O)N(CCOCc3cccc(C(F)(F)F)c3)CC2)cc1	12	-1.8	11	22	7	5	0	2	2
Cn1nc([N+](=O)[O-])nc1Oc1ccc(C(C)(C)C)cc1	6	-1.0	1	5	2	-6	1	-3	1
CCOC(=O)c1[nH]c2ccc(OC)cc2c1NC(=O)CN1CCN(c2ccccn2)CC1	0	-2.2	·	-1	2	4	1	6	3
c1cncc(-c2noc(C34CC5CC(CC(C5)C3)C4)n2)c1	-17	2.4	13	7	-1	-3	-1	-3	4
Cc1cccn2c(=O)c(C=NCCO)c(NCc3ccco3)nc12	1	0.8	10	1	7	7	-3	1	-2
COc1cc(/C=N/N2CCN(c3ccccc3)CC2)cc(OC)c1OC(C)=O	-4	0.4	-1	8	5	21	-4	2	-6
CCCn1c(=O)[nH]c(=O)c2c1nc(-c1ccc(OC(F)F)c(OC)c1)n2CCOC	-6	0.0	5	3	4	5	3	8	25
FC(F)(F)c1cnc(COc2cc(Cl)cc(Cl)c2)c(Cl)c1	1	0.9	6	7	3	-2	2	0	-3
O=C(COc1ccc2ccc(=O)oc2c1)Nc1c(Cl)cccc1C(F)(F)F	6	-1.4	1	4	5	9	0	-2	-2
O=C(NCc1ccco1)C1(c2ccccc2)CCCC1	-1	3.9	14	6	3	8	6	-1	0
Cc1ccccc1C(=O)c1cccn1CC(=O)O	8	-1.6	0	3	4	5	-4	3	2
CCCCC(=O)Nc1cc(C)c(NC(=O)c2ccco2)cn1	3	1.7	-2	-6	-8	-2	1	6	-3
COc1ccc(/C=C/C(=O)OC2CCCN(C)C2)cc1 (stereo not given)	0	0.7	2	-1	5	2	3	-2	-1
COCCNC(=O)Cn1cc(C(=S)N2CCOCC2)c2ccccc21	2	1.1	2	-1	9	0	-3	-7	2
COc1ccc(OCc2nn3c(-c4ccco4)nnc3s2)cc1	-2	3.6	6	0	-1	-4	-2	2	-5
CSc1ccc(/C=N/NC(=O)c2cccc(O)c2)cc1	9	0.0	4	4	10	6	0	-46	20
CSCCC1NC(=O)N(CC(=O)Nc2ccc(-c3ccccc3)cc2)C1=O (stereo not given)	5	-0.4	0	-8	-17	-20	-1	-11	11
Cc1ccc2nc(-c3ccc(NC(=O)COC(=O)c4ccco4)cc3)sc2c1	2	-2.6	-6	-2	-2	0	-11	-13	-9
CCOC(=O)Cn1c(=O)n(Cc2ccc(C)cc2)c(=O)c2cccnc21	0	0.7	3	1	1	-7	2	-2	0
Cc1onc(-c2ccccc2)c1C(=O)N/N=C/c1cn(C)c2ccccc12	5	-5.1	4	5	1	-2	2	-2	40
CC(C)CNC(=O)CSc1ccc(Cl)cc1	5	1.7	26*	3	1	8	3	-6	5
CCOc1ccc2[nH]c(C(=O)N/N=C/c3cc(OC)c(OC)c(OC)c3)cc2c1	6	1.5	15	12	6	1	29*	16	24
Cc1ccc(NCc2nnc(SCC(=O)NCc3ccco3)n2CC2CCCO2)cc1Cl (stereo not given)	-2	-0.2	11	5	0	3	2	-2	8
O=C(CSc1nc2ccccc2[nH]1)N1CCN(S(=O)(=O)c2ccc(Cl)cc2)CC1	2	0.9	18	9	-7	-7	2	2	-3
Cc1cc(C)nc(SCC(=O)NC2CCCC2)n1	1	0.7	4	-1	10	2	1	-14	13
CCOc1cc(Br)c(C(=O)O)cc1OC	3	-3.2	-1	-6	-5	-1	-2	-1	-2
CCCN1CCC(NC(=O)C2CC=CCC2C(=O)O)CC1 (stereo not given)	-3	-0.9	3	-6	4	1	0	-4	-3
Cc1csc(=O)n1CC(=O)OCC(=O)c1c(N)n(CC(C)C)c(=O)n(C)c1=O	3	1.4	1	3	3	2	0	4	-4
Cc1ccc(C(=O)Nc2ccccc2N2CCCC2)s1	8	·	7	6	15	19	·	0	9
COCc1cc(C)nc2sc(C(=O)Nc3ccc(C(=O)OC)cc3)c(N)c12	6	-1.6	10	7	8	2	-1	8	1
Cc1cccc(NC(=O)c2cc3n(n2)C(C(F)(F)F)CC(C2CC2)N3)c1C (stereo not given)	2	-1.5	3	5	1	-5	-3	-2	-3
Cc1cc(C(=O)COC(=O)c2nc3nccc(C)n3n2)c(C)n1CC1CCCO1 (stereo not given)	5	-3.6	0	-1	2	3	3	-11	-2
COC(=O)Cn1c(=NC(=O)c2cc(OC)cc(OC)c2)sc2cc(OC)ccc21	-5	1.1	-2	2	-2	-2	-15	-6	0
O=C(CSc1nncn1-c1ccccc1F)NC1CCCCC1	-7	·	3	7	-2	-8	·	-7	0
CCOc1ccc(N(CC(=O)Nc2ccc(OC)cc2)S(=O)(=O)c2c(C)noc2C)cc1	2	0.2	7	1	-3	-3	0	-5	0
COC(=O)c1sccc1NC(=S)N1C(C)CCCC1C (stereo not given)	6	-4.1	1	2	8	10	-4	-6	-1
Cc1ccccc1NC(=S)NCCc1ccc(S(N)(=O)=O)cc1	2	-1.0	0	1	0	4	2	6	10
O=C(CSc1nnc(CNC(=O)c2cccs2)o1)NCCc1ccccc1	0	3.8	8	3	0	-2	-1	7	3
CC(=O)c1ccc2noc(-c3ccc(F)cc3)c2c1	110*	-15	6	-2	98*	98*	-1	-5	0
C=CCn1c2ccccc2c(=O)c2cc(C#Cc3ccccn3)ccc21	20	·	3	8	6	8	·	-8	-9
O=C(N/N=C/c1ccc(C(F)(F)F)cc1)c1ccc(O)cc1	-6	0.0	-5	-8	4	-2	0	-11	1
CCC(=O)C1CCCN(C(=O)c2ccc(OC)c(OC3CCN(C(C)=O)CC3)c2)C1 (stereo not given)	-5	1.8	0	4	3	-5	1	7	1
CC(=O)Nc1cccc(Oc2ncnc3scc(-c4ccc(C)cc4)c23)c1	-9	-0.6	-1	4	6	2	-10	-1	19
CN1c2ccccc2C(C)(C)C12CC(c1cccc(S(=O)(=O)N3CCCC3)c1)=NO2 (stereo not given)	-4	-0.6	-1	-6	0	-1	2	0	0
N#CC[C@H](Cc1ccccc1)N1CCN(Cc2ccccc2)CCC1=O	4	1.1	2	2	-1	1	0	0	0
O=C(CN1CCN(Cc2ccc3c(c2)OCO3)CC1)Nc1ccc(N2CCOCC2)cc1	3	0.1	8	3	2	2	2	-3	1
Cc1cc(O)c(C(=O)/C=C/c2ccccc2Br)c(=O)o1	-13	-1.3	10	22	-3	-39	-6	-20	12
CC(=O)c1ccccc1NC(=O)CCN1C(=O)C2CCCCC2C1=O (stereo not given)	1	·	2	2	·	·	·	·	8
COC(=O)/C=C1\SC(=NC(=O)c2cccc(Cl)c2)NC1=O	9	0.7	2	-2	7	6	-3	-1	3
Cc1ccc(C)c(N/C(N)=N/c2nc(C)cc(C)n2)c1	-1	0.4	-2	-6	-1	2	-4	2	29
COc1cc(C(C[N+](=O)[O-])c2c(C)[nH]c3ccccc23)ccc1O (stereo not given)	10	-1.5	-3	10	-2	-4	4	-1	30
c1ccc(CN2CCN(C(c3ccccc3)c3nnnn3Cc3ccccc3)CC2)cc1 (stereo not given)	-3	0.0	15	6	-2	5	1	1	7
CN(c1ccc(C(=O)N2CCCCC2)cc1)S(=O)(=O)c1ccccc1	2	-0.1	8	-7	4	3	-1	-2	5
COc1ccc(NS(=O)(=O)c2ccc3c(c2)Cc2ccccc2-3)cn1	15	0.0	-1	5	10	7	-1	-4	0
Cc1cc(C)c(C#N)c(N2CCN(C(=O)C3COc4ccccc4O3)CC2)n1 (stereo not given)	3	·	-2	3	-1	-4	·	0	-1
CCn1cc(C(=O)NC2CCC(C)CC2)c(=O)c2cc(S(=O)(=O)N3CCCCC3)ccc21 (stereo not given)	7	·	·	4	2	1	-4	0	2
COC(=O)COc1ccsc1C(=O)OC	2	1.6	-3	1	0	3	1	-3	0
O=S(=O)(c1cccc(C(F)(F)F)c1)N1CCC(c2nc3ccccc3[nH]2)CC1	-2	2.0	3	3	6	6	2	7	2

The list goes on:
Structure	GLD-1 RNA inh	MEX-5 binding	PAFAH1B2 FP inh	pPAFAH inh	BCLXL inh	MCL1-BIM inh	Fam108B counter	PME-1 primary	AHR activator
O=C(NCc1ccco1)c1ccc2ccccc2c1	1	-0.5	-3	5	-2	5	0	-2	4
Cc1ccc2cc(CN(Cc3ccccc3)Cc3nnnn3C3CCCC3)c(=O)[nH]c2c1	-7	4.5	4	-1	2	4	-5	-10	4
CNC(=S)N/N=C/c1cc(C)n(-c2ccc(Cl)c(Cl)c2)c1C	4	-0.3	6	2	4	5	6	0	4
CNc1c(NS(=O)(=O)c2ccc(C3CCCCC3)cc2)c(=O)oc2ccccc12	-6	-1.2	3	-3	-1	-8	-4	2	1
CCn1c(=S)[nH]c2cc(C(=O)OC)ccc2c1=O	-5	0.0	3	3	20	-1	0	2	0
COc1ccc(CCNC(=O)c2ccnc(C(C)(C)C)c2)cc1OC	6	3.1	1	-2	9	7	-5	-1	0
CCOCCCN(C(=O)c1snc(C(N)=O)c1N)C(C(=O)NCCC(C)C)c1ccc(F)cc1 (stereo not given)	-2	0.8	1	4	-6	4	6	0	1
Cc1ccnc(NS(=O)(=O)c2ccc(NC(=O)C3CCCCC3)cc2)n1	-2	0.8	4	6	4	10	-2	-3	3
CCCN1CCN(C(=O)c2cc3c(s2)-c2ccccc2OC3)CC1	0	-1.1	-6	5	-1	3	-1	-4	2
O=C(Nc1cccc(Cl)c1)Nc1ccc(Br)cc1F	9	0.1	-9	-9	0	2	-15	-69	-3
Cc1c(Cl)cnc(NC(=O)COC(=O)C(NC(=O)c2ccco2)C(C)C)c1Cl (stereo not given)	4	-4.5	-3	8	19	27	1	1	3
CCn1c(=N)n(CC(O)COc2ccc(C)cc2)c2ccccc21 (stereo not given)	10	2.0	-4	3	-2	-4	0	2	0
Cc1ccc(NC(=O)Cn2nc(C(=O)O)c3ccccc3c2=O)cc1S(=O)(=O)N1CCOCC1	13	·	-1	-1	5	-5	·	7	1
CCN(CC)CCNC(=O)c1cc2c(=O)n(CC)c3ccccc3c2s1	8	1.0	0	3	1	7	-2	5	12
CC(C)COC(=O)C(C)Nc1n[nH]c(=S)[nH]c1=O (stereo not given)	-3	-0.8	10	-1	8	21	1	-1	5
CCOC(=O)C1(CCc2ccccc2)CCN(C(=O)CN2CCOC2=O)CC1	-2	1.1	5	2	10	8	-3	3	1
C=CCn1c(SC(C)C(=O)NC2CC2)nnc1-c1ccoc1C (stereo not given)	5	2.1	2	0	-4	-6	0	1	1
COC(=O)N/N=C\c1c(C)[nH]n(-c2ccccc2)c1=O	-2	-1.4	-1	1	7	4	-6	2	12

Profiles, quoted from the list:
Listed for CCN(CC)CCNC(=O)c1cc2c(=O)n(CC)c3ccccc3c2s1 : GLD-1 RNA inh: 8; MEX-5 binding: 1.0; PAFAH1B2 FP inh: 0; pPAFAH inh: 3; BCLXL inh: 1; MCL1-BIM inh: 7; Fam108B counter: -2; PME-1 primary: 5; AHR activator: 12
Listed for CCOC(=O)C1(CCc2ccccc2)CCN(C(=O)CN2CCOC2=O)CC1 : GLD-1 RNA inh: -2; MEX-5 binding: 1.1; PAFAH1B2 FP inh: 5; pPAFAH inh: 2; BCLXL inh: 10; MCL1-BIM inh: 8; Fam108B counter: -3; PME-1 primary: 3; AHR activator: 1
